Source: PubChem BioAssay (National Center for Advancing Translational Sciences (NCATS))
FBPA Giardia inh – inhibitors of Giardia lamblia fructose-1,6-bisphosphate aldolase; A8B2U2; purified Giardia FBPA; Potency, µM (series often up to 59.6 µM), for the others: at the top dose activity, negative = inhibition, most hits filed as inhibitors; 290,000 tested, 0.71% active; further: potency means the concentration at half of the fitted maximal effect; on the % scale 0 is the no-effect control and ±100 the full control effect; nearly all actives have a fitted effect of over 55% in size
Target sequence (A8B2U2 whole entry, looked up): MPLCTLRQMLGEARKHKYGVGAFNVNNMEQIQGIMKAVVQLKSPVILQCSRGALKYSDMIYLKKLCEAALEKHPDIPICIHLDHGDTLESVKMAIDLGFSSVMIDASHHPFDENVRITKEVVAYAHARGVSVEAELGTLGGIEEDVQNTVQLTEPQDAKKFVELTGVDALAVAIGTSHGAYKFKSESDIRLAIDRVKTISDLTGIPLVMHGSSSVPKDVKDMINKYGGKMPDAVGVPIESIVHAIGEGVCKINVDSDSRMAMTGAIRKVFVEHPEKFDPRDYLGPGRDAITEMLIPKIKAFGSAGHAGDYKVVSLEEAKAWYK
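40 nM FBPA preincubated 10 min at RT with compound (up to 57.5 uM final), then substrate plus GAPDH/TPI/NAD/arsenate coupling and diaphorase/resazurin added. Fluorescence read after 20 min at RT, 525/598 nm.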
Shiga toxin inh – inhibitors of Shiga toxin in Vero cells; inhibition, % at 38.7 µM; 290,000 tested, 9.2% active; Vero cells, Shiga toxin protein synthesis inhibition reporter; AID 2315; in the data active means inhibition mostly above about 28%, no sharp cut-off; inactive means mostly below about 43%; further: 0% is about no effect
AMA1-RON2 inh – AMA1-RON2 (P. falciparum) interaction inhibition; AlphaScreen AMA1-biotinylated RON2 peptide binding; Potency, µM (top dose mostly 58.2 µM), inactives show at the top dose activity change, negative = inhibition, most hits filed as inhibitors; 360,000 tested, 0.2% active; AID 720542;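 further: potency means the concentration at half of the fitted maximal effect; 0% = vehicle wells and -100% = peptide control; nearly all actives have a fitted effect of over 45% in size; some results filed as inactive show a strong effect at the top dose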
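AMA1 (3D7) with his tag at 25 nM final met compounds first, then biotinylated RON2 peptide at 25 nM; detection used donor plus acceptor beads, 10 µg/mL apiece, read by AlphaScreen after 30 min at room temperature.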
HCMV inh – blocks human cytomegalovirus replication; HFF cells, HCMV-luciferase reporter, 72 h; active compounds read low; activity change, negative = inhibition, % at 57.5 µM; 410,000 tested, 4.5% active; AID 1259415; in the data active means activity change below about -60%; inconclusive means no clear call, values can overlap the other calls; inactive means above about -39%; further: on the % scale 0 is the no-effect control and ±100 the full control effect
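Two-dose cell screen: HFF monolayers treated with compounds and infected with luciferase-expressing HCMV at 1 PFU/cell, 72 h at 37C, then lysed for luciferase measurement.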
CHX counter – affects cycloheximide protein synthesis inhibition readout, counter-screen | cell reporter, cycloheximide protein synthesis inhibition counterscreen | max response, % | 300,000 tested, 12% active | AID 2314; in the data active means max response mostly above about 13%, no sharp cut-off; inactive means mostly below about 14%; further: read at 38.3 µM for the half of the compounds with a filed dose; 0% is about no effect
AmpC inh detg – blocks E. coli AmpC beta-lactamase in detergent assay; P00811; AmpC hydrolysis of nitrocefin, absorbance 480 nm, 0.01% Triton; Potency, µM (highest dose often 114 µM), without a hit: top-dose activity change, negative = inhibition, hits mostly inhibitors; 370,000 tested, 0.041% active; AID 485294;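 further: potency means the concentration at half of the fitted maximal effect; 0% = no-compound wells and -100% = no-enzyme wells; nearly all actives have a fitted effect of over 25% in size; some results filed as inactive show a strong effect at the top dose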
Target sequence (P00811 whole entry, looked up): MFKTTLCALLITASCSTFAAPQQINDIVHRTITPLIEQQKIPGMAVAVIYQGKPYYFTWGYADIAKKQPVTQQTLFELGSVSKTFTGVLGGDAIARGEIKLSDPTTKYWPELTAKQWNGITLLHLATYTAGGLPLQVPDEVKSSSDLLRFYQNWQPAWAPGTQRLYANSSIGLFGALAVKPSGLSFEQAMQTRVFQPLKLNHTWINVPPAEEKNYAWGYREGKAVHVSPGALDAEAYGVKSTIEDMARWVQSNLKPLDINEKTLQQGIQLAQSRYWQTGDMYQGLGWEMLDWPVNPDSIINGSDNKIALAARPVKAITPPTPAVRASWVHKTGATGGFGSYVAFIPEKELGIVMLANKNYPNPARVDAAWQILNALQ
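20 mM phosphate pH 7.0 + 0.01% (detergent screen) or 0.0001% Triton X-100; 5.3 nM AmpC reagent; cpd preinc 15 min RT; nitrocefin (800 uM stock) to start; A480 q20 s × 4 min; Activity was normalised to no-enzyme and no-compound control wells.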
AmpC inh no detg – blocks E. coli AmpC beta-lactamase in detergent-free assay. 330,000 tested, 0.52% active. AmpC nitrocefin hydrolysis, absorbance 480 nm, 0.0001% Triton. Potency, µM (titrated, usually from 57.1 µM), for the others: at the highest dose activity change, negative = inhibition, hits mostly inhibitors. P00811. AID 485341;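 further: potency means the concentration at half of the fitted maximal effect; plate controls were no compound for no effect and no enzyme for full effect; nearly all actives have a fitted effect of over 20% in size; some results filed as inactive show a strong effect at the top dose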
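20 mM phosphate pH 7.0 + 0.01% (detergent screen) or 0.0001% Triton X-100; 5.3 nM AmpC reagent; cpd preinc 15 min RT; nitrocefin (800 uM stock) to start; A480 q20 s × 4 min; Activity was normalised to no-enzyme and no-compound control wells.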
Numbers without * were called inactive; ? = inconclusive; . = not tested or not shown; [ ] = another dose, or the depositor's remark. Unless noted, the call rests on the fitted dose curve; in most records, active means well fitted curve in the direction sought with a large enough effect; inconclusive means small, poorly fitted or top-dose-only effect, or another doubt; inactive means no such curve, though single readings can be large; an effect the other way counts as inactive or inconclusive.

SMILES	FBPA Giardia inh	Shiga toxin inh	AMA1-RON2 inh	HCMV inh	CHX counter	AmpC inh detg	AmpC inh no detg
O=C(c1cnn(C(=O)CN2CCCC2=O)c1)c1ccccc1O	.	.	24.6%[11.6 µM]	0.0	.	?	-8.6%
COc1ccc(C(=O)Nc2nnc(-c3ccc(F)cc3)s2)c(OC)c1	11.8%	2.8	-4.9%	-37.4	-3.5	-0.8%	-2.7%
CN1/C(=C\C=C\C2=[N+](C)c3ccc4ccccc4c3C2(C)C)C(C)(C)c2ccccc21	.	-62.2	.	.	-8.9	-3.0%	125.7%[activator]
CCOc1ccc(/C=c2\sc3nc(-c4ccco4)nn3c2=O)cc1OCC	-15.1%	-1.6	-6.2%	10.3	3.1	-4.9%	-20.3%
COc1ccc(NC(=O)COC(=O)CCc2ccc(S(=O)(=O)N3CCOCC3)cc2)c(OC)c1	.	.	-7.3%	17.6	.	.	44.0%
CC(=O)Oc1ccc(NC(=O)CCC2CCCCC2)c(C(=O)O)c1	-4.9%	9.8	-0.5%	85.6	-3.1	-2.9%	-39.0%
CCN(CC(=O)Nc1ccc(NC(C)=O)cc1)C(=O)Cc1cccc2ccccc12	.	-13.3	0.0%	-11.4	-1.8	4.9%	9.7%
COc1ccccc1N1CCN(/N=C\c2cccnc2)CC1	?	-0.6	-10.2%	28.5	-3.2	?	-5.0%
COc1ccc(Cc2nc(-c3ccccn3)no2)cc1	0.4%	28.6	18.0%	27.3	41.1*	?	-7.4%
COc1ccc(S(=O)(=O)N2CC(C(=O)O)Oc3ccccc32)cc1 (stereo not given)	-9.8%	2.3	-7.4%	12.9	-4.8	-3.4%	-16.2%
CCOC(=O)c1ccc(NC(=O)c2nn(C)cc2Br)cc1	1.4%	51.9	3.7%	54.6	21.0	?	-18.3%
COc1cccc(NC(=O)CN(C)C(=O)c2cccc(S(=O)(=O)N3c4ccccc4CC3C)c2)c1 (stereo not given)	.	.	8.0%	5.8	.	-8.1%	20.3%
CC1(C)C2([N+](=O)[O-])CN3CC1([N+](=O)[O-])CN(C2)C3c1ccc(O)c(O)c1 (stereo not given)	-9.9%	19.2	1.1%	0.0	1.4	2.4%	-25.9%
CN(CCCC(=O)NCCc1ccccc1)S(=O)(=O)c1ccc([N+](=O)[O-])cc1	14.7%	-5.4	-9.5%	74.5	-1.4	0.4%	17.9%
CCOC(=O)c1cc(CC)sc1NC(=O)CCC(=O)O	?	-13.6	7.7%	17.8	5.8	0.5%	-7.7%
O=S(=O)(Nc1ccc2c(c1)OCO2)c1ccccc1	-12.0%	-7.5	6.4%	40.1	13.5	0.8%	-18.4%
CC12CCC(=O)N1C(C(=O)Nc1cc(S(=O)(=O)N3CCCCCC3)ccc1OCC(F)(F)F)CS2 (stereo not given)	4.8%	-6.2	-3.5%	74.7	-1.5	-8.2%	59.1%
O=S(=O)(c1ccccc1)N1CCN(C(=S)NCc2ccccc2)CC1	1.8%	-12.4	-26.3%	16.5	2.4	-12.6%	-40.0%
O=C(C1CN(S(=O)(=O)c2ccccc2)CCN1S(=O)(=O)c1ccccc1)N1CCCCCC1 (stereo not given)	24.9%	-1.8	0.3%	-4.1	8.3	-7.4%	.
C=CC[C@H]1CC(Cc2ccccc2)=C[C@H](CC=C)N1	-8.4%	-5.7	-4.4%	-11.8	-3.8	-10.1%	-17.4%
CC(=O)Nc1cccc(/C(C)=N\NC(=O)c2ccc(Cn3nc([N+](=O)[O-])c(Cl)c3C)o2)c1	-0.8%	-1.9	55.6%[activator]	47.9	5.3	-0.1%	93.5%[activator]
CCc1nnc(NC(=O)CCN2C(=O)C3CCCCC3C2=O)s1 (stereo not given)	.	14.3	8.0%	13.4	-2.7	3.0%	-18.8%
COc1ccc(NC(=O)c2ccc(-n3nc(C)c[n+]3[O-])cc2)cc1	1.0%	22.7	-4.0%	4.7	13.0	-2.5%	-22.8%
COc1ccccc1C(=O)n1nc(-c2ccccc2)nc1N	0.3%	2.2	-8.2%	2.0	5.1	?	-12.0%
CCC1CCC2(CC1)NC(=O)N(CC(=O)NCc1ccccc1Cl)C2=O (stereo not given)	.	.	10.1%	-21.7	.	.	-16.9%
OC(COCc1cccs1)CN1CCN(c2ccccc2Cl)CC1 (stereo not given)	-1.0%	-2.8	-2.6%	-37.9	-1.8	-2.6%	22.5%
Cc1c(C)c2ccc(OCC(=O)N3C[C@H]4C[C@@H](C3)c3cccc(=O)n3C4)cc2oc1=O	-2.8%	5.4	-2.6%	44.9	-3.4	-11.3%	-22.6%
CC(C)(C=O)C1=CC(=O)c2ccccc2C1=O	?	25.3*	-15.9%	-0.5	27.7*	?	-17.8%
CCC1Oc2nc(SC)nnc2-c2ccccc2N1C(=O)c1ccccc1 (stereo not given)	5.8%	41.0	-1.0%	-4.2	16.3*	2.6%	-37.8%
COc1ccc(Cn2cnc3c(NS(C)(=O)=O)c(C)c(C)cc32)cc1	-8.0%	-1.2	-0.5%	98.1	-1.2	5.5%	62.6%[activator]
COc1ccc(CCNC(=S)NCc2ccc(Cl)c(Cl)c2)cc1OC	-5.6%	-10.7	-20.3%	-37.6	-3.0	-3.5%	-34.3%
CCC(Oc1ccccc1)C(=O)Nc1ccsc1C(=O)OC (stereo not given)	0.7%	-46.9	22.4%	7.4	-1.0	-5.6%	-17.1%
O=C(c1ccco1)N1CCN(C(=O)C2CCCc3c2[nH]c2ccc(Cl)cc32)CC1 (stereo not given)	-5.7%	-5.2	10.2%	-37.9	-1.7	?	126.3%[activator]
COc1ccc(Oc2ncnc3sccc23)cc1	1.3%	65.7*	14.5%	-9.0	41.8*	0.8%	-2.4%
O=C(N/C(=C\c1ccc(O)cc1)C(=O)N1CCCCC1)c1ccccc1	4.6%	11.3	-1.2%	-16.2	-0.4	0.3%	-15.4%
Cc1oc2ccc(OCc3ccc(Cl)cc3)cc2c1C(=O)O	-22.4%	86.6*	-2.7%	-38.2	26.7*	-1.0%	-37.2%
O=C(COC(=O)c1ccc(Cl)c(Cl)c1)Nc1cccnc1Cl	3.8%	-7.4	-8.8%	-20.7	-1.9	-2.7%	-19.2%
Cc1nc2cc(C(=O)OCC(=O)NC(C)C(C)C)ccc2n1-c1ccccc1 (stereo not given)	6.5%	20.8	2.6%	-8.2	3.8	3.2%	117.1%[activator]
CN(C)c1ccc(/C=C(\C#N)c2ccccc2)cc1	1.7%	63.1*	-29.5%	.	57.3*	1.6%	-37.3%
CC#CCCCC(=O)Nc1cccc(C(=O)O)c1	-0.2%	81.9*	1.7%	109.4	25.4*	?	-18.3%
Cc1ccc(Nc2nc(N)nc(CSC(=S)N3CCOCC3)n2)cc1	-3.5%	96.1*	-13.0%	126.0	46.2*	4.3%	0.0%
COC(=O)C1(C(=O)OC)NOC2C(=O)N(c3ccccc3)C(=O)C21 (stereo not given)	-2.4%	-1.4	-1.6%	8.8	-0.8	1.4%	?
CC(C)Oc1cccc(-c2cc(C(=O)NN3CCOCC3)c3ccccc3n2)c1	.	17.5	-1.8%	71.8	12.4*	5.2%	141.2%[activator]
COc1ccccc1CC(NC(C)=O)C(=O)N1CCN(C(=O)Nc2ccccc2Cl)CC1 (stereo not given)	-4.9%	-20.0	0.0%	11.0	-2.8	-6.4%	58.0%
O=C(c1cn(-c2ccccc2)nc1-c1ccc(Cl)cc1)N1CCOCC1	0.7%	-11.8	-0.1%	?	-7.1	-9.4%	142.8%[activator]
COc1ccc2nc(-c3ccccc3)cc(C(=O)OCC(=O)N3CC(C)OC(C)C3)c2c1 (stereo not given)	.	.	50.9%[activator]	0.0	.	?	216.2%[activator]
CNC1=CN=C(c2ccccc2)c2cc(Cl)ccc2N1	4.1%	-12.8	.	.	-1.0	.	.
COc1cccc(-n2c(SCC(=O)NC3CCS(=O)(=O)C3)nc3ccccc3c2=O)c1 (stereo not given)	.	.	-7.8%	21.8	.	-2.2%	-31.3%
COc1ccc(/C=N/n2c(C)nc3sc(C)c(C)c3c2=O)cc1	5.5%	-7.4	-13.3%	?	-2.4	5.8%	-2.8%
Cc1nn(-c2ccccc2)c(C)c1/C=C/C(=O)OCC(=O)Nc1ccc(S(N)(=O)=O)cc1	.	.	-5.5%	-9.0	.	8.7%	-24.0%
CC(C)(C)N1C(=O)[C@H]2[C@@H](c3ccc(Br)cc3)N3C(=O)N(c4cccc(Cl)c4)C(=O)[C@@]3(Cc3ccccc3)[C@H]2C1=O	.	.	8.0%	-25.4	.	-2.6%	2.3%
CCN(CC)C(=O)CSc1nnc(-c2ccc(S(=O)(=O)N3CCCC3)cc2)o1	1.1%	1.9	0.0%	-10.7	0.9	3.0%	-6.0%
Cc1nnc(NC(=O)CSc2nnc(-c3ccc(S(=O)(=O)N4CCCC4)cc3)n2C)s1	8.5%	-7.4	26.8%	8.1	-1.7	?	-19.8%
C/C=C(\C)C(=O)N[C@@H](c1ccccc1)[C@@H](O)C(=O)O[C@H]1C[C@@]2(O)[C@@H](OC(=O)c3ccccc3)C3[C@](C)(C(=O)[C@H](O)C(=C1C)C2(C)C)[C@@H](O)C[C@H]1OC[C@@]31OC(C)=O (stereo not given in full)	17.4%	-3.6	16.2%	22.0	-0.9	1.3%	375.2%[activator]
O=S(=O)(Nc1cccnc1Cl)c1ccc2c(c1)OCCO2	18.1%	-7.4	10.4%	-0.5	-2.5	-12.4%	-22.8%
O=C(COC(=O)c1ccccc1O)NC(c1ccccc1)c1ccccc1	.	.	-7.4%	-13.3	.	.	-7.4%
Cc1nn(CC(=O)Nc2ccc(Cl)cc2Cl)c(=O)c2ccccc12	19.6%	.	13.4%	-18.7	-0.7	1.8%	-15.0%
CCc1noc(C)c1C(=O)Nc1nc(-c2ccc(F)cc2)c(C)s1	.	-7.4	-7.7%	?	-2.0	-6.2%	-25.8%
CCOc1ncccc1C(=O)OCC(=O)c1ccc(OC)c(OC)c1	2.8%	-1.2	-15.3%	27.7	14.0	-11.1%	25.2%
O=C(NCC(=O)N1CCCCCC1)c1ccc(OC(F)F)cc1	.	-7.2	0.9%	-8.0	9.5	2.2%	11.2%
Cc1cc2c(cc1C)/C(=N/NC(=O)c1ccccn1)CCC2	-13.5%	48.8*	48.7%[activator]	28.7	53.2*	-6.9%	0.7%

Another view of 3 compounds above.
molecule | FBPA Giardia inh | Shiga toxin inh | AMA1-RON2 inh | HCMV inh | CHX counter | AmpC inh detg | AmpC inh no detg
COc1ccccc1C(=O)n1nc(-c2ccccc2)nc1N | 0.3% | 2.2 | -8.2% | 2.0 | 5.1 | ? | -12.0%
CCC1CCC2(CC1)NC(=O)N(CC(=O)NCc1ccccc1Cl)C2=O (stereo not given) | . | . | 10.1% | -21.7 | . | . | -16.9%
OC(COCc1cccs1)CN1CCN(c2ccccc2Cl)CC1 (stereo not given) | -1.0% | -2.8 | -2.6% | -37.9 | -1.8 | -2.6% | 22.5%
